WT yeast gro inh = growth inhibition of WT yeast, mitochondrial fusion screen; actives 2.1% (n = 190,000); mitochondrial fusion phenotypic screen, WT strain; inhibition, % at 10 µM; in the data active = inhibition above about 58%; tested in S. cerevisiae
Dynein transport = dynein cargo transport inhibition; 3617.4 mouse cells, GR-EGFP nuclear translocation imaging; test concentration mostly 20 µM; stimulated with dexamethasone, 1 µM; stronger effect = lower value; z-score, hits read low; actives 0.47% (n = 220,000);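 active = plate z-score of nuclear minus cytoplasmic receptor signal below a set negative limit, without overly bright fluorescence or cell loss, cut at about -3.5 in these data, passing the limit was not always enough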;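 also: z-score of nuclear minus cytoplasmic ring GR-EGFP intensity difference per well; some compounds called inactive have numbers as strong as hits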
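Also added – dexamethasone, 1.0 µM final · Buffer or medium – tet-free, stripped-serum medium · Schedule – induction 48 h, compound 1 h, agonist 30 min · Detection – formaldehyde fixation, Hoechst nuclear stain, 10x automated fluorescence imaging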
human PMI inhibitors = MPI inhibition at elevated mannose 6-phosphate – biochemical, fluorescence intensity, high mannose 6-phosphate, primary screen (AID 1220); recombinant PMI enzyme, coupled fluorescence intensity; higher % means a stronger effect; inhibition, % at 20 µM; hits with a dose series show IC50 in µM; actives 0.66% (n = 190,000)
PMI inhibitors = inhibitors of human PMI, primary screen, biochemical, fluorescence intensity, coupled assay (AID 1209). purified PMI enzyme, coupled fluorescence intensity; higher % means a stronger effect. one-dose inhibition, % at 20 µM; IC50 in µM for titrated hits. actives 0.42% (n = 190,000);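 also: plate controls were DMSO vehicle for no effect and wells lacking substrate for full effect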
Ins promoter up = MIN6 insulin promoter up-regulation. actives 0.3% (n = 190,000). MIN6 insulin promoter-GFP reporter, high-content imaging; stronger effect = higher value. z-score at 5 µM;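 active = z-score above 3 at 5 µM with at least 500 cells counted in the well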
Autophagy HCS = alters autophagy in cells | MEF GFP-LC3 puncta imaging; test concentration mostly 10 µM | calls only at 10 µM (by protocol) | actives 0.98% (n = 190,000) | AID 463193;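 active = percentage of spot-positive cells more than 3 SD above its plate mean, without a fluorescence outlier flag or 80% toxicity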;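 also: spot-positive cell cutoff set from DMSO-treated cells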
MT stabilize HCS = microtubule stabilization, imaging screen | HeLa tubulin immunostaining HCS, 24 h; share of cells brighter than vehicle mean+2SD | % tubulin-high responders, % at 10 µM | actives 0.83% (n = 200,000) | AID 2205;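 active = plate Z-score above 3 for both tubulin-high and condensed-nucleus cell shares, with cell loss under 80%, at 10 µM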;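 also: anti alpha tubulin signal scored within the nucleus-defined area of each cell; some results filed as inactive read as strong as hits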
Yfh1-off respiration = mitochondrial function rescue without frataxin homolog – Friedreich's ataxia, plus single-dose screen, dose response (AID 1465); S. cerevisiae Yfh1-off respiration, WST-1 reduction, 72 h; higher fold induction means a stronger effect; actives 0.074% (n = 220,000); fold induction at 50 µM; hits with a dose series show EC50 in µM;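 active = fold induction of absorbance versus untreated yeast above a set limit, then at least 30% activation at any dose in follow-up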;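 also: activators that raise dye reduction in frataxin-depleted yeast; strong numbers were not always called active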
b-catenin transl = beta-catenin nuclear translocation modulation; actives 0.3% (n = 190,000); nuclear translocation activity, % at 5 µM; HeLa beta-catenin nuclear translocation, immunofluorescence imaging;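 active = nuclear translocation activity above 50% at 5 µM, with a well cell count of 50 or more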;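 also: per-cell ratio of nuclear to cytoplasmic median beta-catenin stain intensity; plate controls were DMSO negative control for no effect and GSK-3 inhibitor IX positive control for full effect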
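Test system: human HeLa cells, endogenous beta-catenin. Times: 24 h compound exposure, 37°C. Measured by: beta-catenin immunofluorescence imaging with DAPI.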
WT yeast gro inh mutant strain = also measured in WT yeast gro inh; calls as there; inhibition, %; mitochondrial fusion phenotypic screen, mutant strain inhibition
Dynein transport cytoplasmic EGFP = further read-out of Dynein transport, marked with its call; z-score; measured here: cytoplasmic GR-EGFP intensity; stronger effect = higher value
Dynein transport nuclear GR-EGFP = second read-out of Dynein transport, no call of its own (marks repeat the call); z-score; measured here: nuclear GR-EGFP intensity;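 lower value marks the stronger effect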
Dynein transport cell count = further read-out of Dynein transport, marked with its call; z-score; measured here: cell count per field
Ins promoter up cell count = recorded beside Ins promoter up, whose call it bears; cell count; measured here: cytotoxicity, nuclei count;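 total cells summed across four imaged fields per well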
b-catenin transl cell count 5 µM = also measured in b-catenin transl; calls as there; cell count; measured here: cell count, cytotoxicity flag
MT stabilize HCS Hoechst-high % = recorded beside MT stabilize HCS, whose call it bears; % Hoechst-high responders; measured here: nuclear condensation Hoechst responders;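 share of cells brighter than vehicle mean plus two SD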
MT stabilize HCS cytotoxicity % = also measured in MT stabilize HCS; calls as there; toxicity, %; measured here: cytotoxicity by cell density;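 0% = mean cell density of plate MIN control wells and 100% = no cells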
Autophagy HCS cell loss 18 h = also measured in Autophagy HCS; calls as there; toxicity, %; measured here: cell loss, nuclei count;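 cell loss after 18 h compound exposure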
Active calls of the source: *; i = inactive; nt = no result given; + = active, no number. Rule as the data show it, unless noted: active = inhibition above about 50%; inactive = the rest.

SMILES	WT yeast gro inh	WT yeast gro inh mutant strain	Dynein transport	Dynein transport cytoplasmic EGFP	Dynein transport nuclear GR-EGFP	Dynein transport cell count	human PMI inhibitors	PMI inhibitors	Ins promoter up	Ins promoter up cell count	Autophagy HCS	Autophagy HCS cell loss 18 h	MT stabilize HCS	MT stabilize HCS Hoechst-high %	MT stabilize HCS cytotoxicity %	Yfh1-off respiration	b-catenin transl	b-catenin transl cell count 5 µM
Cc1ccc(-c2nnn(CC(=O)N(CC3CCCO3)C(C(=O)NCC3CCCO3)c3ccc(F)cc3)n2)o1 (stereo unspecified)	-19	-5	0.44	-0.28	0.12	0.47	3%	6%	0.19	1170	i	8	2.0	1.7	4.5	i	0.3	1013
CCC(CC)C(=O)c1c[nH]c(C(=O)NN)c1	-6	14	-1	-0.32	-0.36	0.62	-6%	-10%	-0.46	1284	i	-5	2.5	3.1	6.6	i	-1.6	1113
Cc1cccc(C(=O)NC(=S)N2CCN(c3ccc([N+](=O)[O-])cc3)CC2)c1	-6	2	-0.45	-0.21	-0.65	0.4	-2%	-1%	-0.47	1308	i	2	1.8	4.3	5.9	i	nt	nt
NC(=O)CSCc1cccc(Br)c1	-13	-6	0.19	-0.24	0.41	0.057	2%	4%	0.13	1158	i	9	5.1	3.0	6.2	i	-1.5	1056
CCOC(=O)C(C)On1c(-c2ccc(Cl)cc2)nc2ccc([N+](=O)[O-])cc21 (stereo unspecified)	58	47	0.83	-0.24	0.7	0.13	-98%	-44%	0	879	i	1	1.1	1.1	4.6	i	-5.5	1203
Cc1cc(-c2cn3ccccc3n2)c(C)n1-c1ccccc1	28	-1	-1	-0.17	-0.89	0.92	1%	-8%	0.22	1204	i	-7	3.0	3.3	3.8	i	11	1058
Cc1nc2cc(Nc3nnc(-c4ccccc4)c4ccccc34)ccc2n1C	9	-11	0.24	-0.12	0.083	0.12	9%	5%	-1.3	1322	i	8	1.1	1.6	4.0	i	-2.9	1430
Cc1ccc2nc(Nc3nc(-c4ccccc4)cc(=O)[nH]3)nc(C)c2c1	52	-2	0.26	-0.2	-0.27	-0.52	-2%	2%	-1.8	1533	i	3	1.6	1.7	6.7	i	0.6	1357
O=C(Cc1ccccc1)NCCc1cccc(Cl)c1	-13	-22	-0.78	-0.23	-0.43	0.89	-8%	-5%	2.1	1455	i	1	1.8	1.6	7.3	i	-0.1	1352
COc1ccc(C2=Nc3ccccc3OC2)cc1	55	51	-0.66	-0.29	-0.098	0.47	-40%	-19%	nt	nt	i	3	0.9	1.1	4.5	i	4.2	1045
CCCCCC(=O)Nc1cccc(C2=NOC3(C2)C[C@H](C(N)=O)N(C(=O)c2ccccc2)C3)c1 (stereo partly specified)	nt	nt	-0.58	-0.8	-0.25	0.46	nt	nt	-0.01	1034	nt	nt	nt	nt	nt	i	-2.2	1128
O=C(c1ccc(CNS(=O)(=O)c2ccc(Br)cc2)cc1)N1CCCC1	-4	4	-0.19	-0.2	-0.046	0.38	0%	11%	-0.04	1116	i	13	4.5	3.0	6.3	i	-0.2	1047
O=C(Oc1cccc(C(=S)N2CCOCC2)c1)c1cc([N+](=O)[O-])cc([N+](=O)[O-])c1	1	-9	-1.2	-0.032	-0.42	-0.49	2%	1%	-0.11	1463	i	-22	2.5	1.4	12	i	1.5	941
CCc1ccccc1NC(=O)c1cccs1	3	-3	-0.083	0.26	0.27	-0.79	-8%	-3%	-0.59	1533	i	7	4.0	1.7	0.8	i	1.2	1429
CCn1nc(C)cc1C(=O)Sc1ccc(C)cc1	nt	nt	-0.33	-0.15	0.3	-0.45	nt	nt	-0.17	1094	nt	nt	nt	nt	nt	i	-0.8	1328
Cc1nnc(SCC(=O)N2CCOCC2)n1C	2	-15	-0.34	-0.2	0.21	-0.45	13%	9%	0.68	1305	i	-3	4.0	2.3	2.7	i	-3.7	938
CCN(CC)c1ccc(NC(=O)Cn2c(C(C)NC(=O)c3ccc(C)cc3)nc3ccccc32)cc1 (stereo unspecified)	-9	2	-0.37	-0.26	-0.042	0.46	19%	14%	0.26	1334	i	-7	3.6	1.8	9.7	i	-1.7	1072
COC(=O)C1=C(C)N(CCc2c[nH]c3ccccc23)C(=O)C1	-3	2	-0.61	-0.27	-0.2	0.95	29%	-6%	-0.15	1424	i	23	1.6	1.7	3.9	i	-0.2	1506
O=C(/C=C/c1ccccc1[N+](=O)[O-])NCc1ccc(Cl)cc1	-8	-11	-0.28	-0.33	-0.048	0.089	-1%	-7%	-0.05	1449	i	-9	2.1	1.5	6.2	i	-0.9	1609
COc1ccc(CN2C(=O)c3cccnc3C2O)cc1 (stereo unspecified)	6	-3	0.2	-0.22	0.41	0.13	-20%	-9%	-0.25	922	i	-3	2.8	1.9	6.1	i	-10	1192
COc1ccc(N(CC(=O)N2CCN(c3ccccc3)CC2)S(=O)(=O)c2c(C)noc2C)cc1	4	7	-0.029	-0.27	-0.022	0.38	8%	8%	-1	1025	i	-5	8.6	3.2	5.9	i	0.1	1182
O=c1c2ccc([N+](=O)[O-])cc2ncn1CCOc1cccc(Br)c1	-3	21	1	-0.24	0.82	0.59	10%	-17%	0.51	1222	+	62*	5.8	2.5	11	i	-2.3	1042
CN(CC(=O)Nc1ccccc1F)S(=O)(=O)c1ccc2c(c1)n(C)c(=O)c(=O)n2C	nt	nt	0.12	-0.69	-0.12	-0.85	nt	nt	1.2	1055	nt	nt	nt	nt	nt	i	-1.2	1378
Nc1nc(NC(=O)c2cccc(S(=O)(=O)N3CCCCCC3)c2)nc(-c2ccccc2)n1	5	-3	0.57	-0.2	0.23	-0.13	-4%	-5%	0.07	1120	i	9	3.4	3.0	13	i	-5.1	967
CCCCNC(=S)Nc1ccc(F)cc1	nt	nt	-0.62	-0.29	-0.35	0.22	nt	nt	-0.41	1351	nt	nt	nt	nt	nt	i	-1.1	1143

Reprinted at random: 2 records from the list, in no set order.
SMILES	WT yeast gro inh	WT yeast gro inh mutant strain	Dynein transport	Dynein transport cytoplasmic EGFP	Dynein transport nuclear GR-EGFP	Dynein transport cell count	human PMI inhibitors	PMI inhibitors	Ins promoter up	Ins promoter up cell count	Autophagy HCS	Autophagy HCS cell loss 18 h	MT stabilize HCS	MT stabilize HCS Hoechst-high %	MT stabilize HCS cytotoxicity %	Yfh1-off respiration	b-catenin transl	b-catenin transl cell count 5 µM
O=C(Oc1cccc(C(=S)N2CCOCC2)c1)c1cc([N+](=O)[O-])cc([N+](=O)[O-])c1	1	-9	-1.2	-0.032	-0.42	-0.49	2%	1%	-0.11	1463	i	-22	2.5	1.4	12	i	1.5	941
O=C(c1ccc(CNS(=O)(=O)c2ccc(Br)cc2)cc1)N1CCCC1	-4	4	-0.19	-0.2	-0.046	0.38	0%	11%	-0.04	1116	i	13	4.5	3.0	6.3	i	-0.2	1047

New compounds follow.
SMILES	WT yeast gro inh	WT yeast gro inh mutant strain	Dynein transport	Dynein transport cytoplasmic EGFP	Dynein transport nuclear GR-EGFP	Dynein transport cell count	human PMI inhibitors	PMI inhibitors	Ins promoter up	Ins promoter up cell count	Autophagy HCS	Autophagy HCS cell loss 18 h	MT stabilize HCS	MT stabilize HCS Hoechst-high %	MT stabilize HCS cytotoxicity %	Yfh1-off respiration	b-catenin transl	b-catenin transl cell count 5 µM
Cc1nc2ccc(NC(=O)NC(=O)c3c(Cl)cccc3Cl)cc2o1	nt	nt	-0.57	-0.25	0.13	1.2	nt	nt	-0.36	1058	nt	nt	nt	nt	nt	i	0.7	1289
O=C(Nc1ccc(OC(F)(F)F)cc1)N1CCN(c2ccnc3cc(Cl)ccc23)CC1	nt	nt	0.47	-0.17	0.67	-0.65	nt	nt	0.38	1202	nt	nt	nt	nt	nt	i	1.3	1294
Cc1cc(C)nc(N2CCCC(C(=O)Nc3nnc(C(C)C)s3)C2)n1 (stereo unspecified)	-16	-11	-0.13	-0.24	-0.052	0.36	-2%	5%	0.34	1248	i	-10	4.4	2.8	3.9	i	-2.0	1259
Cc1ccc(C)c(N2N=C(C(=O)Nc3nccs3)CCC2=O)c1	-8	5	-0.058	-0.2	-0.096	0.63	-4%	-5%	0.09	1485	i	8	2.8	1.6	6.5	i	0.3	1109
CC(=O)N1CCN(S(=O)(=O)c2ccc(C)cc2)C1C(C)C (stereo unspecified)	3	12	-0.27	-0.27	-0.089	-0.49	-1%	-10%	nt	nt	i	-11	4.5	3.0	8.6	i	-2.1	824
CN1CCN(C(=O)Nc2cccc3ccccc23)CC1	-96	4	0.59	0.19	0.21	0.61	8%	13%	-0.16	1234	i	-1	4.9	2.7	5.5	i	nt	nt
CCS(=O)(=O)Nc1ccc(C2=NN(S(C)(=O)=O)C(c3cccs3)C2)cc1 (stereo unspecified)	-2	-1	-0.88	-0.35	-0.17	0.26	-4%	-4%	0.09	1541	i	32	2.1	2.5	6.4	i	-6.4	1117
Cc1[nH]c2ccccc2c1[C@H]1[C@@H](CC#N)C1(C)C	4	0	0.53	-0.17	0.56	-0.65	9%	10%	-0.05	1594	i	0	2.9	1.3	3.1	i	2.8	1158
O=C(Nc1ccc(S(=O)(=O)NCc2ccco2)cc1)C1CCCCC1	7	12	-0.21	-0.24	0.054	0.092	5%	12%	-0.38	1456	i	20	1.2	1.4	5.6	i	0.6	946
CC(C)CCNC(=O)CNC(=S)N(CCCN1CCOCC1)Cc1cccs1	2	5	0.59	-0.23	0.34	-0.15	-8%	1%	nt	nt	i	4	2.1	3.2	9.4	i	-0.7	1112
COc1cc(SC)ccc1C(=O)Nc1nc(C)cs1	31	17	-0.17	-0.4	-0.64	0.25	-1%	1%	-2.5	1225	i	3	5.5	3.8	0.2	i	-1.9	1050
CC(C)c1nc(CNC(=O)CCc2nnc(-c3ccsc3)o2)cs1	1	-2	1.3	-0.18	1.3	-1.4	9%	8%	-0.56	1533	i	5	1.8	2.1	13	i	0.7	1545
CCn1c2ccccc2c2cc(NC(=O)COC(=O)c3cc(S(N)(=O)=O)c(Cl)cc3Cl)ccc21	12	0	1.2	0.63	0.71	-0.31	27%	18%	0.99	1481	i	9	5.7	0.8	7.1	i	-1.6	1017
O=C(NNC(=O)c1cccnc1)Nc1cccc2ccccc12	-12	1	-0.31	-0.21	0.46	0.65	27%	19%	0.27	1404	i	7	1.6	1.4	9.9	i	0.6	1243

Source: PubChem
